Sm TGR block: blocks Schistosoma mansoni thioredoxin glutathione reductase; AID 485364; purified TGR, DTNB reduction, TNB absorbance 405 nm; 3% of 360,000 active; Potency, µM (doses to about 114 µM), for the others: at the highest dose activity change, negative = inhibition, actives largely listed as inhibitors; also: potency is read from the fitted curve at half-maximal effect; nearly all actives have a fitted effect of over 60% in size
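TGR 20 nM + NADPH 100 uM (dispensed conc.), cpd preinc 15 min RT; start with NADPH (500 uM addition) then DTNB (15 mM addition). Kinetic TNB absorbance, 405 nm filter. Four-parameter Hill fit across titration.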
AmpC no deterg: AmpC beta-lactamase inhibition without detergent; AmpC nitrocefin hydrolysis, absorbance 480 nm, 0.0001% Triton; 0.52% of 330,000 active; Potency, µM (series often up to 57.1 µM), without a hit: top-dose activity change, negative = inhibition, hits mostly inhibitors; AID 485341;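 also: potency is read from the fitted curve at half-maximal effect; plate controls were no compound for no effect and no enzyme for full effect; nearly all actives have a fitted effect of over 20% in size; some results filed as inactive show a strong effect at the top dose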
Target sequence (P00811 whole entry, looked up): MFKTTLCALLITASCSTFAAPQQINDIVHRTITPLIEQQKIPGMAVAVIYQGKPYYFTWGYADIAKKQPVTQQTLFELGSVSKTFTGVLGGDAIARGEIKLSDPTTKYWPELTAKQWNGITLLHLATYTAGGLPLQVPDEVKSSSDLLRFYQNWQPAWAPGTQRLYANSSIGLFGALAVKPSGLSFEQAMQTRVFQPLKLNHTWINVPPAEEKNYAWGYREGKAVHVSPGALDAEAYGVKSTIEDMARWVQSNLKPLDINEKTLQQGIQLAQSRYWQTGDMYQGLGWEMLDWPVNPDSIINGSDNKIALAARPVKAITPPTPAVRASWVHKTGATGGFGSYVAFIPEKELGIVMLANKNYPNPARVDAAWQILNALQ
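AmpC (5.3 nM in the dispensed reagent) in 20 mM phosphate pH 7.0 with 0.01% (detergent screen) or 0.0001% Triton X-100 was preincubated with compounds for 15 min at room temperature. Nitrocefin was then added from an 800 uM solution, and hydrolysis was followed at 480 nm.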
HCMV inh: inhibitors of human cytomegalovirus | HFF cells, HCMV-luciferase reporter, 72 h; stronger effect = lower value | activity change, negative = inhibition, % at 57.5 µM | AID 1259415 | 4.5% of 410,000 active; in the data active = activity change below about -60%; inconclusive = no clear call, values can overlap the other calls; inactive = above about -39%
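Steps: HFFs plated, 16 h 37C; compounds added; HCMV-luciferase added to MOI 1 PFU/cell; 72 h 37C; OneGlo reagent, 5 min room temperature; luminescence read, normalized to controls.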
LmPK inhibitor: inhibitors of Leishmania mexicana pyruvate kinase. 0.37% of 290,000 active. Q27686. Potency, µM (titrated, usually from 57.5 µM), without a hit: at the top dose activity change, negative = inhibition, most hits filed as inhibitors. purified LmPK, Kinase-Glo ATP luminescence, 1 h; also: potency is read from the fitted curve at half-maximal effect
Target sequence (Q27686 whole entry, looked up): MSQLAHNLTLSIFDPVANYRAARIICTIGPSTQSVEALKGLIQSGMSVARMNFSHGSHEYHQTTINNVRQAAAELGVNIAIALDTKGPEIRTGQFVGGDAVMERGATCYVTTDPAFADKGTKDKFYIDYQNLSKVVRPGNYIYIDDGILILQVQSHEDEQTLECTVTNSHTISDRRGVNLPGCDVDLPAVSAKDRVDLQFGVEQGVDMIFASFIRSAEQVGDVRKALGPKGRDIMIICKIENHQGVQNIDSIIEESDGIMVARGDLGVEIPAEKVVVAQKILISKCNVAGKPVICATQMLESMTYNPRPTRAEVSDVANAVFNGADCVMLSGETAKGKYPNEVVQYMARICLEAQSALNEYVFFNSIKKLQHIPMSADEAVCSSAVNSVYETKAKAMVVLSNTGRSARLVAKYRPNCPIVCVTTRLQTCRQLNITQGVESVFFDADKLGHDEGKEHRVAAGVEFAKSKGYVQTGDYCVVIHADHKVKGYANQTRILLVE
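0.1 nM LmPK, 0.5 mM PEP, 0.1 mM ADP; 50 mM imidazole pH 7.2, 7 mM MgCl2, 50 mM KCl; 1 h RT. Kinase-Glo luminescence readout, normalized to no-enzyme (full inhibition) and uninhibited wells.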
AmpC inh detg: blocks E. coli AmpC beta-lactamase in detergent assay. P00811. AmpC hydrolysis of nitrocefin, absorbance 480 nm, 0.01% Triton. Potency, µM (highest dose often 114 µM), for inactives: top-dose activity change, negative = inhibition, actives largely listed as inhibitors. 0.041% of 370,000 active;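 also: potency is read from the fitted curve at half-maximal effect; 0% = no-compound wells and -100% = no-enzyme wells; nearly all actives have a fitted effect of over 25% in size; some results filed as inactive show a strong effect at the top dose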
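AmpC (5.3 nM in the dispensed reagent) in 20 mM phosphate pH 7.0 with 0.01% (detergent screen) or 0.0001% Triton X-100 was preincubated with compounds for 15 min at room temperature. Nitrocefin was then added from an 800 uM solution, and hydrolysis was followed at 480 nm.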
TbPYK inhibitor: blocks Trypanosoma brucei pyruvate kinase; Q57TT1; TbPYK enzyme, Kinase-Glo Plus ATP luminescence, 45 min; Potency, µM (top dose mostly 76.8 µM), without a hit: top-dose activity, negative = inhibition, actives largely listed as inhibitors; 0.12% of 410,000 active; also: potency is read from the fitted curve at half-maximal effect; nearly all actives have a fitted effect of over 50% in size
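TbPYK + substrate in 50 mM TEA pH 7.2, 100 mM KCl, 10 mM MgCl2, 0.05% BSA, 0.01% Tween-20; cpd pinned; ADP 130 uM final; 45 min RT; Kinase-Glo Plus 10 min; luminescence endpoint.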
AMA1 RON2 block: AMA1-RON2 (P. falciparum) interaction inhibition. AlphaScreen AMA1-biotinylated RON2 peptide binding. Potency, µM (highest dose often 58.2 µM), for inactives: at the highest dose activity change, negative = inhibition, usual class: inhibitors. 0.2% of 360,000 active. AID 720542;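 also: potency is read from the fitted curve at half-maximal effect; 0% = vehicle wells and -100% = peptide control; nearly all actives have a fitted effect of over 45% in size; some results filed as inactive show a strong effect at the top dose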
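AMA1 (3D7) with his tag at 25 nM final met compounds first, then biotinylated RON2 peptide at 25 nM; detection used donor plus acceptor beads, 10 µg/mL apiece, read by AlphaScreen after 30 min at room temperature.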
Active calls of the source: *; ? = inconclusive; · = not tested or not shown; [ ] = another dose, or the depositor's remark. Unless noted, calls follow the shape of the dose curve; as a rule, active = well fitted curve in the direction sought with a large enough effect; inconclusive = small, poorly fitted or top-dose-only effect, or another doubt; inactive = no such curve, though single readings can be large; an effect the other way counts as inactive or inconclusive. Unless noted, % is scaled to controls: 0 for no effect and ±100 for the full control effect.

SMILES	Sm TGR block	AmpC no deterg	HCMV inh	LmPK inhibitor	AmpC inh detg	TbPYK inhibitor	AMA1 RON2 block
O=C(c1ccc(Cl)cc1)N1CCN(c2ccc(F)cc2)CC1	-8%	-10%	?	1%	-4%	-5%	7%
Cc1c(NC(=O)COc2cccc(Br)c2)c(=O)n(-c2ccccc2)n1C	-11%	-5%	-4	-6%	-7%	2%	13%
CC(C)[C@H](NS(=O)(=O)c1ccccc1)C(=O)Nc1nccs1	·	-9%	-12	·	·	2%	26%
CSCCC(NC(=O)c1cc(S(=O)(=O)N2CCOCC2)ccc1C)c1nc2ccccc2[nH]1 (stereo not drawn)	·	·	0	·	·	-1%	-8%
CCc1ccc(OCC(=O)N/N=C\c2ccco2)c([N+](=O)[O-])c1	-24%	-23%	-36	-2%	?	-1%	1%
O=C(Nn1cnnc1)c1ccccc1CCc1ccccc1	-26%	0%	-3	2%	-7%	1%	-6%
Cc1ccc(CN2CCCC(C(=O)c3ccc4c(c3)OCO4)C2)cc1C (stereo not drawn)	-3%	25%	-11	-1%	-7%	3%	-2%
CCN1C(C(=O)c2ccccc2)=C(OC(=O)c2ccccc2OC)c2ccccc2S1(=O)=O	1%	·	-73*	·	?	-2%	·
Cc1ccc2c(c1)N(C(=O)CCC(=O)N1CCN(c3ccccc3)CC1)CCO2	0%	104%[activator]	-33	-1%	-8%	-3%	-1%
CC(=O)Nc1ccc(NC(=O)C2CCN(c3ccc(C(F)(F)F)cn3)CC2)cc1	·	-2%	-67*	2%	6%	1%	-2%
CCN(CC(=O)Nc1c(F)cccc1F)C(=O)CN1C(=O)C2CCCCC2C1=O (stereo not drawn)	1%	0%	-27	·	7%	4%	18%[11.6 µM]
c1ccc(CN2c3ccccc3-c3nc4ccccc4n3C2c2ccccn2)cc1 (stereo not drawn)	-18%	0%	?	-1%	-13%	·	-8%
COC(=O)c1cc(Br)c(=O)n(CCc2ccc(O)cc2)c1	0%	-30%	?	3%	3%	-16%	0%
C=CCn1c(-c2ccco2)n[nH]c1=S	0%	-2%	-6	-4%	-3%	-13%	12%
COc1ccc(N2CCN(CCNC(=O)c3ccc4nc5ccccc5c(=O)n4c3)CC2)cc1	9%	46%	-36	-3%	1%	-5%	-6%
OC1(c2ccc(Cl)cc2)CCN(Cc2cn[nH]c2-c2ccccc2)CC1	18%	-10%	?	3%	0%	-4%	6%
COc1cc(NC(=O)c2c(C)oc3c2C2=NCCN2C=N3)cc(OC)c1OC	-18%	·	-7	·	25%	-2%	·
CCOC(=O)Cc1cc(=O)n(-c2nc3ccccc3s2)[nH]1	3%	-37%	31	-1%	?	-4%	-27%
O=c1cc(N2CCN(c3ccc(F)cc3)CC2)[nH]c(=O)n1C1CCCCC1	3%	-24%	46	1%	-6%	5%	14%
CCOC(=O)N1CCN(C(=O)CNCc2cccs2)CC1	-3%	1%	17	-10%	1%	-2%	-8%
Cn1c(=O)c2nc(-c3ccccc3)oc2c2ccccc21	5%	-18%	102	0%	-1%	6%	?
Cc1cc(C)c(/C=N/NC(=O)c2nnn(-c3nonc3N)c2CN2CCC(C)CC2)c(C)c1	-2%	-6%	-36	2%	2%	0%	35%[activator]
CCOC(=O)c1cnc2scnn2c1=O	11%[11.4 µM]	-12%	-18	8%	-9%	-2%	9%
CCCc1cc2c(=O)c(-c3ccccn3)c(C)oc2cc1O	-1%	-18%	51	-6%	-11%	1%	9%
CCNc1nc(OC)nc(SCC(N)=O)n1	1%	·	-1	-1%	-2%	-1%	-5%
CS(=O)(=O)c1ccc(Cl)c(NC(=O)CCCSc2ccccc2)c1	-1%	-14%	-26	-1%	-10%	1%	-6%
Cc1ccc(C(=O)N2CCN(c3ccccc3)CC2)cc1S(=O)(=O)N1CCOCC1	5%	118%[activator]	-33	3%	4%	-3%	4%
Cc1ccc(N=N/C(=C\O)C(=O)c2ccncc2)cc1	-17%	-12%	9	10%	1%	0%	-4%
O=C(O)[C@@H]1CCCN1C(=O)c1ccccc1N1C(=O)[C@@H]2Cc3c([nH]c4ccccc34)C(c3cccc(Cl)c3)N2C1=O (stereo partly drawn)	-17%	-31%	14	2%	?	-11%	-5%
COc1ccc(CN2CCN(Cc3ccc4cc(F)ccc4n3)CC2CCO)c(C)c1C (stereo not drawn)	22µM*	137%[activator]	7	1%	-2%	0%	0%
COc1ccc(C2=NN(c3ccccc3)C(c3ccc(OC)c(OC)c3)C2)cc1 (stereo not drawn)	2%	37%	-1	-1%	-3%	6%	76%[activator]
CCCCCCc1c(O)nc(SCC(=O)O)[nH]c1=O	1%	4%	2	3%	?	1%	-6%
O=C(C1CCCCC1)N(Cc1cccnc1)c1nc2ccc(Cl)cc2s1	-3%	·	-19	·	4%	-2%	·
Cc1ccc(S(=O)(=O)NCc2ccccn2)cc1C	9%	-12%	9	-5%	?	-19%	46%[activator]
COc1ccc(OC)c(N2C(=O)NC(=O)/C(=C\c3ccc([N+](=O)[O-])s3)C2=O)c1	11µM*	-40%	13	-3%	-2%	?	-28%
CC(C)Cn1c(SCC(=O)N2CCc3ccccc3C2)nc(O)cc1=O	·	-30%	7	·	·	7%	-3%

Ordered by formula weight (smallest number first): 4 of the compounds above.
SMILES	Sm TGR block	AmpC no deterg	HCMV inh	LmPK inhibitor	AmpC inh detg	TbPYK inhibitor	AMA1 RON2 block
CS(=O)(=O)c1ccc(Cl)c(NC(=O)CCCSc2ccccc2)c1	-1%	-14%	-26	-1%	-10%	1%	-6%
COc1ccc(OC)c(N2C(=O)NC(=O)/C(=C\c3ccc([N+](=O)[O-])s3)C2=O)c1	11µM*	-40%	13	-3%	-2%	?	-28%
COc1ccc(CN2CCN(Cc3ccc4cc(F)ccc4n3)CC2CCO)c(C)c1C (stereo not drawn)	22µM*	137%[activator]	7	1%	-2%	0%	0%
O=C(O)[C@@H]1CCCN1C(=O)c1ccccc1N1C(=O)[C@@H]2Cc3c([nH]c4ccccc34)C(c3cccc(Cl)c3)N2C1=O (stereo partly drawn)	-17%	-31%	14	2%	?	-11%	-5%

Carrying on:
SMILES	Sm TGR block	AmpC no deterg	HCMV inh	LmPK inhibitor	AmpC inh detg	TbPYK inhibitor	AMA1 RON2 block
CCc1nn(CC(=O)NCCCOC)c(=O)c2cc3ccccc3n12	13%	·	9	·	12%	-1%	·
CC(C)(O)c1cc2ccc(C#CCCN3C(=O)c4ccccc4C3=O)cc2c(=O)o1	·	-1%	?	·	·	2%	0%
Fc1ccc(Cn2nnnc2C(c2ccc(Cl)cc2)N2CC=C(c3ccc(F)cc3)CC2)cc1 (stereo not drawn)	1%	-21%	-19	1%	0%	-1%	-8%
O=C(CCN1CCN(CCO)CC1)Nc1cccc(Br)c1	-3%	-16%	-22	-13%	2%	0%	-9%
Cc1ccccc1CN1CCN(CCCc2ccccc2)C(CCO)C1 (stereo not drawn)	-12%	33%	14	1%	?	2%	-2%
C[C@]12C(=O)N(c3cccc(F)c3)C(=O)N1[C@@H]1c3ccccc3OC[C@@H]1[C@H]2c1ccccc1	-1%	-14%	-86*	1%	?	-2%	-13%
COC(=O)c1cccc(NC(=O)CN2CCc3ccccc3C2)c1	-27%	-13%	19	6%	?	6%	1%
Cc1ccc(N2CC(C(=O)N3CCC4(CC3)CC(=O)c3ccccc3O4)CC2=O)cc1C (stereo not drawn)	0%	131%[activator]	?	·	-9%	-1%	-24%
CC(C)OC(=O)c1c(N)n(CCCN2CCOCC2)c2nc3ccccc3nc12	3%	48%	16	0%	-1%	-1%	8%
Cc1ccc(NC(=O)CN(C)S(=O)(=O)c2cccc3cccnc23)cc1	-31%	-8%	?	14%	?	-5%	3%
Cc1nc(-c2ccc(NC(=O)c3ccccc3C)cc2)cs1	0%	-16%	-12	?	-1%	-4%	-9%
CCOC(=O)C1C(=O)OC2(CCOC(C)(C)C2)C1C(=O)OCC (stereo not drawn)	-36%	-11%	2	-1%	?	0%	2%
COc1ccc(-n2nc3c(c2NC(=O)C24CC5CC(CC(C5)C2)C4)CS(=O)C3)cc1 (stereo not drawn)	-9%	39%	56	4%	?	3%	10%
COc1ccccc1CN1C(=NC(=O)CCC2CCCC2)SC2CS(=O)(=O)CC21 (stereo not drawn)	5%	-10%	-22	5%	2%	4%	-6%
COc1ccc(CNCC(O)(c2ccc(Cl)cc2)c2ccc(Cl)cc2)cc1	3%	-20%	37	3%	0%	10%	-5%
O=C(Nc1ccc(F)cc1F)c1ccc(-n2cnnc2)cc1	6%	·	15	·	2%	-4%	·

Complete entries, quoted from the list. Values in the order: Sm TGR block	AmpC no deterg	HCMV inh	LmPK inhibitor	AmpC inh detg	TbPYK inhibitor	AMA1 RON2 block
OC1(c2ccc(Cl)cc2)CCN(Cc2cn[nH]c2-c2ccccc2)CC1 is listed as 18%	-10%	?	3%	0%	-4%	6%
CCOC(=O)N1CCN(C(=O)CNCc2cccs2)CC1 is listed as -3%	1%	17	-10%	1%	-2%	-8%
CC(=O)Nc1ccc(NC(=O)C2CCN(c3ccc(C(F)(F)F)cn3)CC2)cc1 is listed as ·	-2%	-67*	2%	6%	1%	-2%

In the list so far, these contain a thiophene ring, fused or not:
SMILES	Sm TGR block	AmpC no deterg	HCMV inh	LmPK inhibitor	AmpC inh detg	TbPYK inhibitor	AMA1 RON2 block
CCOC(=O)N1CCN(C(=O)CNCc2cccs2)CC1	-3%	1%	17	-10%	1%	-2%	-8%
COc1ccc(OC)c(N2C(=O)NC(=O)/C(=C\c3ccc([N+](=O)[O-])s3)C2=O)c1	11µM*	-40%	13	-3%	-2%	?	-28%

From PubChem BioAssay
